# 12-LOX inh: Primary qHTS assay for inhibitors of human arachidonate 12S-lipoxygenase (ALOX12): Round 2 | actives 1.1% (n = 580,000) | Potency, µM (titrated, usually from 108 µM), without a hit: at the highest dose activity change, negative = inhibition, hits mostly inhibitors | AID 1671190, 2021 | purified 12hLO, xylenol orange hydroperoxide absorbance; note: potency is the fitted concentration of half-maximal effect; % is set by controls: 0 for no effect and ±100 for the full control effect
#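 Purified human 12hLO (150 nM final) in 25 mM Hepes, 0.01% Triton X-100, pH 7.0 was preincubated 15 min at room temperature with compound. Then 40 uM arachidonic acid was added, 30 min. Hydroperoxide was read by Fe-XO absorbance ratio 573/405 nm.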
# LDHA block: qHTS assay for inhibitors of human lactate dehydrogenase; L-lactate dehydrogenase A chain (Homo sapiens), P00338; purified LDHA, NADH/diaphorase-resazurin fluorescence; stronger effect = lower value; activity change, % (values are at about 110 or 230 µM); actives 0.15% (n = 480,000); AID 1347041, 2019; in the data active = activity change below about -30%; inconclusive = mostly about -25% to -30%;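 note: plate controls were DMSO wells for no effect and wells without enzyme for full effect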
#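 Human LDH5 at 2 nM final in Tris HCl pH 7.4 with 0.06 mM NADH and 0.2 mM pyruvate, reacted 5 minutes at room temperature. Remaining NADH coupled via diaphorase/resazurin; resorufin fluorescence read at 0 and 20 minutes, normalized to enzyme-free and DMSO wells.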
# D2 agonist: HTS Assay for Allosteric Agonists of the Human D2 Dopamine Receptor: Primary Screen for Agonists | actives 0.53% (n = 340,000) | D(2) dopamine receptor (Homo sapiens), P14416 | AID 485358, 2010 | activation, % at 2 µM | HEK293 T-REx D2 cells, calcium flux agonist mode;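 active = activation over 3 SD above normal in the single-dose calcium agonist read, cut at about 30% in these data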; note: 0% is about no effect
#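 Agonism is scored from calcium flux in a force-coupled, inducible HEK293 cell line expressing D2, read kinetically for 180 s after compound addition against dopamine controls.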
# D2 antagonist: HTS Assay for Allosteric Antagonists of the Human D2 Dopamine Receptor: Primary Screen for Antagonists. actives 2% (n = 340,000). AID 485344, 2010. HEK293 TREx D2 cells, calcium flux, dopamine EC80. inhibition, % at 10 µM; in the data active = inhibition above about 30%; note: 0% is about no effect
#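 Tetracycline-induced HEK293 TREx cells expressing D2 receptor forced-coupled to calcium signalling, loaded with no-wash calcium dye. Compounds added and calcium flux read 180 s, then dopamine added at EC80 and read a further 180 s.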
# ERG Ets-DNA blk: qHTS for Small Molecule Inhibitors of the ERG Ets/DNA interaction. Transcriptional regulator ERG (Homo sapiens), P11308. fluorescence polarization, His-ERG Ets domain / labelled DNA. Potency, µM (top dose mostly 76.9 µM), inactives show top-dose FP activity, negative = inhibition, usual class: inhibitors. actives 0.028% (n = 370,000). AID 624246, 2012; active = well fitted inhibition curve with a large enough effect in the polarisation, with a control signal flat; inconclusive = small, poorly fitted or top-dose-only effect, or effect the other way, or a change in a side signal; inactive = no such curve, though single readings can be large or run the other way; the % refers to the polarisation;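 note: polarization taken with two DNA probes labelled with fluorescein and Texas red; potency is the fitted concentration of half-maximal effect; % of control where 0% means no effect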
# Target sequence (P11308 whole entry, looked up, the tested form may be a part): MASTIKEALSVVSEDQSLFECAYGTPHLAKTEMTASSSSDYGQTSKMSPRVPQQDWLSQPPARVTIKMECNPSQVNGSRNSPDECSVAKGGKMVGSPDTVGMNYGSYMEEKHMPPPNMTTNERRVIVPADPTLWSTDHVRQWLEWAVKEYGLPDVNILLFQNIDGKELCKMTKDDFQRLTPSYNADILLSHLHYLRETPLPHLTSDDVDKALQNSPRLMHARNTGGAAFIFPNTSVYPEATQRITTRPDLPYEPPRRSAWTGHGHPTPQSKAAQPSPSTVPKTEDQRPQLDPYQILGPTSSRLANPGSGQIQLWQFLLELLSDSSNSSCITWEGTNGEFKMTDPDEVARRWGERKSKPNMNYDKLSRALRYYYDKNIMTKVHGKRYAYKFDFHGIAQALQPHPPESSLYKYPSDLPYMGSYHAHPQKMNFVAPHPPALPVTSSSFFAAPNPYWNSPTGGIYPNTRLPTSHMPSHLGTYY
#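 His-tagged ERG Ets domain (1 uM in the protein solution; 300mM KCl, 50mM Tris-HCl, 1mM EDTA, 1mM DTT, pH 7.5) received compound, then a probe mix of 5 nM fluorescein-DNA and 100nM Texas-615-DNA. Fluorescence polarization was read for both dyes.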
# Vif-A3G inh: qHTS for Inhibitors of Vif-A3G Interactions: qHTS; HeLa A3G-eYFP + Vif (tagged APOBEC3G with the HIV-1 protein that degrades it), YFP fluorescence, overnight; Potency, µM (top dose mostly 46.1 µM), for the others: top-dose activity, negative = active, actives largely listed as inhibitors; actives 0.076% (n = 410,000); AID 602310, 2012;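 note: potency is the fitted concentration of half-maximal effect; % is set by controls: 0 for no effect and ±100 for the full control effect; nearly all actives have a fitted effect of over 60% in size; hits raise eYFP signal because A3G escapes Vif-driven loss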
#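 HeLa cells stably expressing Vif and C-terminally eYFP-tagged A3G, seeded overnight at 37 deg C, then exposed to compound by pintool overnight at 37 deg C. Rise in yellow fluorescence (Ex 488/Em 500-530, Acumen) marks blocked Vif-driven A3G degradation.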
# Glioma ERSR ind: qHTS for Inducers of the Endoplasmic Reticulum Stress Response (ERSR) in Human Glioma: qHTS; U87-MG GRP78 promoter luciferase reporter, 16 h; Potency, µM, for inactives: at the top dose activation, hits mostly activators; AID 602332, 2012; actives 0.02% (n = 420,000); note: potency is the fitted concentration of half-maximal effect; series mostly up to about 76 µM; % of control where 0% means no effect; nearly all actives have a fitted effect of over 35% in size
#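 Stably transfected U87-MG glioma cells carrying a GRP78-based luciferase sensor; 16 h compound incubation. Luminescence end-point read 10 min after Bright-Glo addition at room temperature.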
# Vif-A3F inh: qHTS for Inhibitors of Vif-A3F Interactions: qHTS. HeLa A3F-eYFP + Vif (tagged APOBEC3F with the HIV-1 protein that degrades it), YFP fluorescence increase. Potency, µM (highest dose often 46.1 µM), inactives show at the top dose activity, negative = active. actives 0.2% (n = 390,000); note: potency is the fitted concentration of half-maximal effect; % of control where 0% means no effect; nearly all actives have a fitted effect of over 65% in size
#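 Fluorescence increase (Ex 488/Em 500-530) after overnight compound treatment at 37 deg C flags inhibition of Vif-driven A3F-eYFP loss in stable HeLa A3F-eYFP/Vif cells seeded overnight beforehand.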
# RGS4 inhibitor: Inhibitors of Regulator of G Protein Signaling (RGS) 4: qHTS; Transcreener GDP fluorescence polarization, RGS4-accelerated GTP hydrolysis; Potency, µM (doses to about 114 µM), inactives show at the top dose activity change, negative = inhibition, usual class: inhibitors; actives 0.039% (n = 390,000); AID 504845, 2011; note: potency is the fitted concentration of half-maximal effect; % is set by controls: 0 for no effect and ±100 for the full control effect; nearly all actives have a fitted effect of over 75% in size; some results filed as inactive show a strong effect at the top dose
# Target sequence (P49798 whole entry, looked up): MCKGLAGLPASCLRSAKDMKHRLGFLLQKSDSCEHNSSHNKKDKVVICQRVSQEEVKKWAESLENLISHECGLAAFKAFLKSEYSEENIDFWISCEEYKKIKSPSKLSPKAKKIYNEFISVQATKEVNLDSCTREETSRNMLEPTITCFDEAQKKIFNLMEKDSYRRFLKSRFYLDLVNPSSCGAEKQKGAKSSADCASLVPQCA
#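 MLSMR compounds (23 nl, pin-transferred) preincubated 10 min at room temperature with a 500nM (2x) first reagent, then RGS4 at 900nM (2x) plus Transcreener GDP mix added; fluorescence polarization (620/688 nm) read before and after 90 min at 30 °C.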
# * = called active by the depositor; i = inactive; ? = inconclusive; · = no result given; & = joins results of further samples; [ ] = dose if it differs, or a comment. Unless noted, calls come from the whole dose curve; as a rule, active = well fitted curve in the direction sought with a large enough effect; inconclusive = small, poorly fitted or top-dose-only effect, or another doubt; inactive = no such curve, though single readings can be large; an effect the other way counts as inactive or inconclusive.
nr	smiles	12-LOX inh	LDHA block	D2 agonist	D2 antagonist	ERG Ets-DNA blk
1	Cc1cc2c(cc(C(=O)N3CCC(C(=O)NC4CCCC4)CC3)n2Cc2c(F)cccc2Cl)o1	-25%	1	0.0	5	12%
2	COc1ccccc1C(=O)Nc1nc(-c2ccc3c(c2)OCCO3)cs1	-9%	-2	0.2	7	-2%
3	N[C@@H](C(=O)O)c1ccc(O)c(C(=O)O)c1	?	·	·	·	·
4	CCCOc1ccc(C(F)(F)F)cc1NC(=O)CCc1c(C)noc1C	25%	-4	1.7	-14	-15%
5	O=C(Nc1ccc(Cl)cc1)NC1(C(=O)NCCCN2CCOCC2)CCCCC1	-11%	-2	-0.7	2	-9%
6	CC1CN(C(=O)C2(C)CC2(Br)Br)CC(C)O1 (stereo not given)	12%	-8	1.3	3	0%
7	Cc1ccc(NC(=O)Cc2csc(C)n2)c(C)c1	-19%	-8	·	·	0%
8	CCOC(=O)c1c(S(=O)(=O)N2CCCCC2C)c(C)n(C)c1C (stereo not given)	13%	-6	-0.7	-2	9%
9	FC(F)(F)c1ccc(-n2ccnc2)nc1	0%	2	1.1	10	-1%
10	CC1=C(C(=O)N2CCOCC2)CC(CC(=O)NCc2ccco2)C(=O)N1Cc1ccc(F)cc1 (stereo not given)	?	-2	·	·	·
11	Cc1ccc(-c2csc(/C=C3/SC(C)C(=O)N3CC(=O)Nc3ccccc3F)n2)cc1 (stereo not given)	?	-15	·	·	3%
12	C=CCSC1=C(C#N)C(c2ccccc2C)CC(=O)N1 (stereo not given)	?	-1	-0.3	4	5%
13	Clc1ccccc1OCCSc1nnc(-c2cccs2)o1	-14%	0	0.0	·	1%
14	COc1ccccc1NS(=O)(=O)c1cccc(C(=O)NCC(c2ccccc2OC)N2CCCC2)c1 (stereo not given)	-12%	-3	0.1	11	5%
15	CCC(NS(=O)(=O)c1ccc(C)cc1)C(=O)O (stereo not given)	-3%	-4	1.3	-7	-11%

nr	Vif-A3G inh	Glioma ERSR ind	Vif-A3F inh	RGS4 inhibitor
1	3%	-4%	-3%	-6%
2	-2%	-2%	5%	-40%
3	-1%	-2%&-5%	·	-8%
4	-3%	-4%	-3%	11%
5	2%	2%	2%	-31%[11.4 µM]
6	0%	-3%	-3%	0%
7	-1%	-1%	3%	15%
8	2%	-5%	-1%	10%
9	-2%	-4%	4%	25%
10	-2%	-3%	-1%	·
11	1%	-1%	?	4%
12	-4%	2%	-13%	?
13	-1%	-1%	-3%	-7%
14	-5%	-3%	8%	-13%
15	0%	-3%	-8%	32%

# Later entries
nr	smiles	12-LOX inh	LDHA block	D2 agonist	D2 antagonist	ERG Ets-DNA blk
16	COc1ccc(-n2nnc3c(=O)n(CC(=O)N4CCC(C)CC4)cnc32)cc1	7%&-8%	3&5	-0.5	-18	5%
17	N#Cc1ccccc1Cn1c(=O)n(Cc2ccc(C(=O)NCc3ccco3)cc2)c(=O)c2ccccc21	0%	-5	-1.2	24	9%
18	Cc1ccc2cc(CCNS(=O)(=O)c3ccc(F)cc3)c(=O)[nH]c2c1	-4%	0	0.6	-9	7%
19	CCc1ccc(Nc2n[n+](-c3ccccc3)c(-c3cccc(Cl)c3Cl)s2)cc1	40µM*	-12	0.3	6	4%
20	CC(C)(C)OC(=O)C[C@@H]1C/C=C\C[C@H](CC(=O)NCCO)C(=O)N[C@@H](c2ccccc2)COC1=O	5%	-2	·	·	-8%
21	CC(C)(C)[C@H]1C=C(C(=O)Nc2ccccc2)O[C@@H](OCc2ccc(CO)cc2)C1	-4%	-1	-0.3	0	-10%
22	COc1ccc(-c2nnc(SC)nc2-c2ccc(OC)c([N+](=O)[O-])c2)cc1[N+](=O)[O-]	?	13	·	·	12%
23	O=C(c1cccc(F)c1)N1CCN=C1SCc1cccnc1	-13%	4	-0.2	21	8%
24	CN(Cc1ccccc1)C(CNS(=O)(=O)c1ccccc1)c1ccccc1 (stereo not given)	-1%	-1	·	·	·
25	CCC1(C)Cc2[nH]c(=O)c(C#N)cc2CO1 (stereo not given)	13%	1	0.7	-16	-7%
26	CCN(CC)c1ccc(S(=O)(=O)N2CCOCC2)cc1NC(=O)CN1CCc2ccccc2C1	-3%	-1	-1.7	1	-1%
27	CCSc1nnc(NC(=O)c2csc(C)c2)s1	9%	2	-0.2	-3	5%
28	O=C(Nc1ccc(N2CCOCC2)cc1)C1CC(=O)N(c2ccc(F)cc2)C1 (stereo not given)	-9%	-2	-0.1	3	3%
29	Cc1ccc(S(=O)(=O)NCCNC(=O)c2ccc(C)nc2)cc1	-4%	-9	-1.3	-6	-3%
30	C/C(=C\C(=O)c1ccc(Cl)s1)N(C)C	-11%	2	0.7	-25	11%

nr	Vif-A3G inh	Glioma ERSR ind	Vif-A3F inh	RGS4 inhibitor
16	4%	-3%	5%	7%
17	-17%	-6%	-24%	?
18	2%	-5%	2%	0%
19	-9%	-2%	4%	-31%
20	2%	-6%	3%	-15%
21	-1%	-1%	7%	8%
22	-3%	-1%	-19%	-33%
23	-7%	-3%	3%	3%
24	-3%	-5%	-1%	·
25	3%	-4%	3%	28%
26	1%	-5%	-3%	-10%
27	0%	0%	1%	-9%
28	-4%	-4%	9%	14%
29	7%	1%	11%	14%
30	-9%	-4%	-3%	5%

# Pulled one by one from the list above (4):
nr	smiles	12-LOX inh	LDHA block	D2 agonist	D2 antagonist	ERG Ets-DNA blk
30	C/C(=C\C(=O)c1ccc(Cl)s1)N(C)C	-11%	2	0.7	-25	11%
27	CCSc1nnc(NC(=O)c2csc(C)c2)s1	9%	2	-0.2	-3	5%
18	Cc1ccc2cc(CCNS(=O)(=O)c3ccc(F)cc3)c(=O)[nH]c2c1	-4%	0	0.6	-9	7%
9	FC(F)(F)c1ccc(-n2ccnc2)nc1	0%	2	1.1	10	-1%

nr	Vif-A3G inh	Glioma ERSR ind	Vif-A3F inh	RGS4 inhibitor
30	-9%	-4%	-3%	5%
27	0%	0%	1%	-9%
18	2%	-5%	2%	0%
9	-2%	-4%	4%	25%

# The listing continues.
nr	smiles	12-LOX inh	LDHA block	D2 agonist	D2 antagonist	ERG Ets-DNA blk
31	N#Cc1ccc(-c2nc3ccc(Cl)cn3c2Cc2ccccc2C(F)(F)F)cc1	-65%	-2	·	·	·
32	Cc1cccc(NC(=O)CSCC(=O)N2CCCc3ccccc32)c1	-14%	-5	-1.5	1	11%
33	COc1ccc(CNC(=O)Nc2nnc([C@@H]3C[C@H](O)[C@@H](CO)O3)s2)cc1	10%	-3	·	·	·
34	COc1cc(C(=O)OC(C)C(=O)Nc2ccc3c(c2)OCCO3)cc(OC)c1OC (stereo not given)	73%[activator]	-3	·	·	0%
35	COCCCNC(=O)Cc1ccc(S(=O)(=O)N2CCOCC2)s1	368%[activator]	3	0.6	9	-16%
36	CCc1ccc(/C=N/NC(=O)c2ccccn2)cc1	i	-2	-1.0	15	-12%
37	CC(Nc1cccc(F)c1)C(=O)Nc1ccc(S(N)(=O)=O)cc1 (stereo not given)	-4%	-8	3.0	5	6%
38	COC(=O)C[C@@H]1C[C@@H]2c3cc(NC(=O)Cc4ccncc4)ccc3O[C@@H]2[C@@H](CO)O1	0%	6	·	·	·
39	Cc1cnc(NC(=O)CSc2nnc(C)n2N)s1	6%	0	0.7	-11	-15%
40	Cc1ccc(NC(=O)c2sccc2-n2cccc2)c(C)c1	0%	3	-1.5	-5	-2%
41	Clc1ccc(-c2cc(CSc3ccccc3)on2)cc1	19%	1	-0.1	7	-1%
42	Cc1csc2nc(-c3cccc(NC(=O)c4ccccc4Cl)c3)cn12	3%	-5	·	·	-2%
43	CCN(CC)S(=O)(=O)c1ccc(-c2nnc(SC)o2)cc1	3%	0	-0.5	-18	-11%

nr	Vif-A3G inh	Glioma ERSR ind	Vif-A3F inh	RGS4 inhibitor
31	-5%	-1%	·	·
32	0%	-6%	1%	17%
33	0%	-2%	·	·
34	-28%	-3%	-4%	-21%
35	-3%	-2%	5%	-14%
36	1%	-13%	17%	2%
37	2%	-4%	15%	9%
38	0%	1%	6%	·
39	3%	-4%	-1%	?
40	-1%	4%	-7%	-11%
41	-5%	0%	1%	1%
42	-6%	1%	6%	22%
43	1%	3%	3%	-1%

# Only part of the results is shown; count on the stated rates, not on these rows.
